Screening data as filed in PubChem.
V1R ag counter: agonists of human V1a receptor, primary screen, counter-screen for OXTR agonist project, fluorescence, CHO-V1R cells. Vasopressin V1a receptor (Homo sapiens), P37288. Fluo-8 calcium fluorescence, agonist mode; 0% DMSO, 100% 3 nM vasopressin. activation, % at 3 µM. actives 0.25% (n = 320,000);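 active means activation above the mean activation of all tested compounds plus 3 SD, per screening run, cut at about 20% in these data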;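 further: signal is peak over basal fluorescence ratio across a 100 second FLIPR read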
Target sequence (P37288 whole entry, looked up): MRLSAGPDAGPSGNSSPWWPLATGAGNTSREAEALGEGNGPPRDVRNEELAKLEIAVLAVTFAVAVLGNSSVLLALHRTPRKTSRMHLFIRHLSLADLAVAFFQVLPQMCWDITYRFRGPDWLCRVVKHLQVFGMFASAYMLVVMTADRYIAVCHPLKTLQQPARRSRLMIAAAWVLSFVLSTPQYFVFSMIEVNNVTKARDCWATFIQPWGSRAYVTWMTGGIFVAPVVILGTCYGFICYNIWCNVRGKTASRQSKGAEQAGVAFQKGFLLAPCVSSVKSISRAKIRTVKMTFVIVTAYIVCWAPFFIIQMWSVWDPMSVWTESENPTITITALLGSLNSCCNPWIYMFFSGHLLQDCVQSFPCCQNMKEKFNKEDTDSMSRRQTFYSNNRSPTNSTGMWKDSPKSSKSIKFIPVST
OXTR ag: human OXTR agonists, primary screen, fluorescence, CHO-OTR cells, Fluo-8 calcium. Fluo-8 calcium fluorescence; normalized: DMSO 0%, oxytocin 100%. activation, % at 3 µM. actives 0.32% (n = 320,000);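 active means activation above the mean of all tested compounds plus 3 SD, cutoff set per screening run, cut at about 20% in these data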;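 further: peak over basal fluorescence ratio from a 100 s FLIPR kinetic read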
M1 ag parental: counter-screen for M1 agonists: effect in parental CHO-K1 cells. Fluo-8 calcium fluorescence; scaled to maximal ATP response, vehicle zero. activation, % at 3 µM. actives 0.48% (n = 360,000); in the data active means activation above about 15%;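 further: untransfected CHO-K1 host cells lacking M1 receptor as counterscreen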
CHO-K1 Ca antag: M1 antagonist counterscreen hit in parental CHO-K1 cells | ATP-induced calcium, Fluo-8 fluorescence | inhibition, % at 3 µM | actives 0.6% (n = 360,000);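 active means inhibition above a per-plate cutoff, the plate's mean sample inhibition plus 3 SD, cut at about 24% in these data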;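 further: 0% = DMSO plus EC80 ATP and 100% = DMSO alone without ATP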
GPR7 antagonist: GPR7 receptor antagonists, primary screen, cell-based, fluorescence, single concentration. inhibition, % at 4.4 µM. Neuropeptides B/W receptor type 1 (Homo sapiens), P48145. actives 1.1% (n = 290,000). GPR7-expressing cells, fluorescence antagonist assay; in the data active means inhibition above about 16%, passing the limit was not always enough;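 further: cells stimulated with the agonist NPW; 0% = agonist with vehicle and 100% = vehicle without agonist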
Target sequence (P48145 whole entry, looked up): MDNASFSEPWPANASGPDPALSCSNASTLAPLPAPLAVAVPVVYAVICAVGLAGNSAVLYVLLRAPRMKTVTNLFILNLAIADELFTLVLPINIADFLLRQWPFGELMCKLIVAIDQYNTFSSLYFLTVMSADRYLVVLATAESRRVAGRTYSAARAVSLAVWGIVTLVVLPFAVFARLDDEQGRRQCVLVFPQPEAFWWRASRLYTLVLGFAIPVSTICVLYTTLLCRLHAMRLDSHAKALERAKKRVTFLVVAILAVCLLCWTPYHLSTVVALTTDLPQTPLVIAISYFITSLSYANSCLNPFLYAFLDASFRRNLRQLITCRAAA
M1 PAM parental: nonselective calcium activators in parental CHO-K1 cells, primary screen, counter-screen for M1 PAM project, cell-based, Fluo-8 calcium fluorescence, full deck, 1536-well; activation, % at 3 µM; ATP EC20; 0% at ATP EC20, 100% at ATP max; actives 0.02% (n = 360,000);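 active means activation above the run cutoff, the mean activation of all test compounds plus 3 SD, cut at about 40% in these data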;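 further: peak over basal fluorescence ratio in a 140 s read after ATP addition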
CHO parental Ca: ATP-evoked calcium signal inhibitors, parental CHO, primary screen, counter-screen for OX1R antagonist project, cell-based, fluorescence, Fluo-8 calcium dye | inhibition, % at 5.6 µM | actives 0.63% (n = 330,000) | parental CHO-K1, ATP-induced calcium, Fluo-8 fluorescence;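 active means inhibition above that plate's mean sample inhibition plus 3 SD, cut at about 26% in these data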;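 further: 0% = ATP-challenged DMSO wells and 100% = DMSO wells without ATP; some compounds past the cut are filed as inactive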
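test system = CHO parental line | reagent = ATP stimulus | measured by = intracellular calcium via Fluo-8 no-wash fluorescent dye | control set = ATP and no-ATP DMSO wells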
TAAR1 antagonist: human TAAR1 antagonists, primary screen, Fluo-8 calcium fluorescence, CHO RD-HGA16 cells; Trace amine-associated receptor 1 (Homo sapiens), Q96RJ0; antagonist; inhibition, % at 3 µM; actives 1.5% (n = 360,000);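 active means inhibition above a per-plate cutoff, the mean inhibition of test compounds on that plate plus 3 SD, cut at about 49% in these data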;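 further: 0% = DMSO plus EC80 beta-PEA response and 100% = DMSO alone without agonist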
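Test system: hTAAR1-expressing CHO RD-HGA16 cells, Gα16-coupled; Probe or stimulus: EC80 β-phenethylamine stimulus; Compound dosing: single nominal final test compound concentration of 3 µM; Timing: 140 s kinetic read after compound, 140 s after agonist; Signal: Fluo-8 calcium-sensitive fluorescence; Measure: % inhibition of agonist calcium response; Controls: DMSO and EC80 PEA controls.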
OXTR potentiator: human OXTR potentiators, primary screen, fluorescence, CHO-OTR cells, Fluo-8 calcium; actives 0.061% (n = 320,000); Fluo-8 calcium fluorescence, potentiator mode; 0% = oxytocin EC15, 100% = EC100; activation, % at 3 µM; Oxytocin receptor (Homo sapiens), P30559;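 active means activation above that plate's cutoff, the mean activation of tested compounds plus 3 SD, cut at about 6.6% in these data, passing the limit was not always enough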;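 further: 100% uses oxytocin at 75 nM as the full agonist control; some results filed as inactive read as strong as hits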
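Assay system: CHO cell line stably expressing human OTR | Also added: Oxytocin at about EC15, sub-maximal agonist stimulus | Times: Compound 6 min at room temperature before oxytocin, 100 s read | Measured by: Fluo-8 intracellular calcium fluorescence, ex 470-495, em 515-575 nm | Controls: EC15 oxytocin alone as 0%, 75 nM oxytocin as 100%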
* marks the source's active call; other numbers are inactive results; · = no result given.

The opening three compounds, ahead of the listing:
molecule	OXTR ag	CHO parental Ca	TAAR1 antagonist	M1 PAM parental	OXTR potentiator	CHO-K1 Ca antag	GPR7 antagonist	M1 ag parental	V1R ag counter
O=c1c(/C=N/N2CCOCC2)c(C(F)(F)F)[nH]n1-c1ccccc1	-0.1	-2	-4	-9	0	17	-12	0.0	0.0
C/C(CC(=O)c1ccccc1)=N\NC(=O)CC#N	0.3	-3	3	11	-8	-7	-1	1.1	0.1
COc1ccccc1NC(=O)Cn1cnc2sc(C(=O)Nc3ccc(OC)c(OC)c3)c(C)c2c1=O	-1.7	-19	-35	21	-3	-16	-15	0.7	-0.8

The list itself, from the first entry:
molecule	OXTR ag	CHO parental Ca	TAAR1 antagonist	M1 PAM parental	OXTR potentiator	CHO-K1 Ca antag	GPR7 antagonist	M1 ag parental	V1R ag counter
O=c1c(/C=N/N2CCOCC2)c(C(F)(F)F)[nH]n1-c1ccccc1	-0.1	-2	-4	-9	0	17	-12	0.0	0.0
C/C(CC(=O)c1ccccc1)=N\NC(=O)CC#N	0.3	-3	3	11	-8	-7	-1	1.1	0.1
COc1ccccc1NC(=O)Cn1cnc2sc(C(=O)Nc3ccc(OC)c(OC)c3)c(C)c2c1=O	-1.7	-19	-35	21	-3	-16	-15	0.7	-0.8
CCOc1ccccc1-c1nc(-c2ccncc2)no1	-2.5	-8	6	13	4	-8	-2	0.5	-1.2
S=C(c1ccc(N2CCCC2)c(Br)c1)N1CCCCC1	-2.0	-12	6	9	-18	-15	-11	0.5	-1.8
CC(=O)Nc1ccc(NC(=O)C2CC(=O)N(c3cccc(C)c3C)C2)cc1 (stereo not drawn)	0.3	-7	6	-6	-13	-10	-5	0.1	0.8
COCCCNC(=O)c1ccc(Cn2c(=O)c3ccccc3n(Cc3cc(C)ccc3C)c2=O)cc1	-1.3	-24	9	21	-2	-14	-10	3.0	-0.5
COc1cc(C2NC(=O)NC(C)=C2C(=O)OC2CCCC(C)C2)ccc1O (stereo not drawn)	0.5	-14	0	4	-1	-2	-14	1.0	0.7
COc1ccc(OCC#CCN2CC(C)OC(C)C2)cc1 (stereo not drawn)	-0.5	-3	6	18	-6	-3	-12	0.8	-0.2
Cc1ccc(CCNC(=O)C2CCCN(S(=O)(=O)c3cccc4nsnc34)C2)cc1 (stereo not drawn)	0.0	-1	-1	-3	-13	4	-4	0.2	-0.4
O=C(COc1ccccc1)NCc1ccco1	·	·	-10	7	·	-6	·	0.5	·
CCOC(=O)Cn1nc(NC(=O)c2ccc3c(c2)OCO3)cc1C	0.2	-3	-23	-17	-3	5	-3	0.2	0.9
Cc1ccccc1N1CCN(S(=O)(=O)N(C)C)CC1	-1.2	-4	-19	14	-2	-7	-21	0.4	-1.4
C=CCOc1c(Br)cc(CNc2nccs2)cc1OC	-0.6	-17	2	-8	-6	22	-5	0.3	0.3
CN(CC(=O)Nc1cccc(F)c1)C(=O)CSc1ccccc1F	0.2	4	-7	-26	-4	5	-17	-0.1	-1.2
CCCn1c(/C=C/c2ccco2)nc2ccccc21	-2.0	-23	-12	17	0	-11	6	0.9	-0.2
COc1cc(-c2cc(C(=O)Nc3nc4ccccc4s3)c3ccccc3n2)cc(OC)c1OC	0.5	-11	58*	19	-4	-11	-6	1.1	0.0
CC12CCC(C(=O)NCc3ccc4c(c3)OCO4)(OC1=O)C2(C)C (stereo not drawn)	-0.7	-23	-2	0	-11	10	2	-0.3	-0.8
CNC(=O)CSc1nnnn1-c1ccc(C)cc1C	0.7	11	-12	6	-5	-1	-3	0.1	0.2
CCCSc1nnc(N2C(=O)C(O)=C(C(=O)c3ccco3)C2c2ccccc2F)s1 (stereo not drawn)	1.9	13	-1	-14	-4	0	7	3.9	20
NC(=O)CC(NC(=O)OCc1ccccc1)C(=O)O (stereo not drawn)	-1.0	-7	-4	5	-12	2	-6	1.2	0.9
COCOc1ccc(-c2ncc(OC)nc2NC(=O)c2ccsc2)cc1	·	·	-26	8	·	-4	·	0.2	·
COc1ccccc1OCC(=O)OCC(=O)Nc1sccc1C(N)=O	10	-8	34	9	-8	-1	-7	12	5.5
Nc1[nH]c(C(=O)c2ccccc2)c(-c2ccc(Br)cc2)c1C(=O)NC1CC1	·	·	-22	-2	·	11	·	-0.1	·
COc1ccc(CN2C(=O)C(CC(=O)NCCN3CCOCC3)CC(C(=O)N(C(C)C)C(C)C)=C2C)cc1 (stereo not drawn)	·	·	-8	19	·	-10	·	0.2	·
NS(=O)(=O)c1ccc(NC(=O)COC(=O)C23CC4CC(CC(C4)C2)C3)cc1	1.2	5	7	-6	-10	8	-1	0.3	1.0
C=CCN1CCN(C(c2ccccc2)c2nnnn2CCC(C)C)CC1 (stereo not drawn)	-1.3	-26	-9	18	0	-6	-10	0.7	-1.0
COc1ccc(C(=O)N/N=C/c2c[nH]c3ccccc23)cc1	-0.5	-5	1	10	-8	-5	10	0.6	0.5
COCCCn1c(=S)[nH]c2ccc(N3CCOCC3)cc2c1=O	0.5	-6	12	5	-9	0	·	0.1	1.8
COc1ccc(C(=O)N2CCC(O)(c3ccc(F)cc3)CC2)cc1OC	0.8	0	-18	-3	3	3	-8	-0.3	0.8
O=C1CCCC2=C1C(c1ccc(Cl)cc1)C1C(=O)c3ccccc3C1=N2 (stereo not drawn)	-0.6	-17	-4	9	5	-20	7	3.6	0.7
C/C(CCC(=O)OC[C@H]1O[C@H](C#Cc2ccccc2)C=C[C@@H]1Oc1ccc(C)cc1)=N\OC[C@@H](O)[C@H]1O[C@@H]2OC(C)(C)O[C@@H]2[C@H]1O	-0.5	-7	·	·	-2	·	4	·	0.1
CCOc1ccccc1NC(=O)C1CCCN(S(=O)(=O)c2ccccc2)C1 (stereo not drawn)	-0.7	-24	-16	-9	-11	-3	-14	1.5	0.6
CN(Cc1cnccn1)Cc1c(C(=O)N2CCc3ccccc3C2)nc2ccc(Cl)cn12	-0.5	-22	-5	12	-11	-2	6	0.6	-0.4
COc1ccc(CNC(=O)c2ccc(CS(=O)(=O)Cc3ccccc3F)o2)cc1	1.1	-16	9	-2	-8	7	6	4.5	3.8
Cn1cc([N+](=O)[O-])c(C(=O)Nc2nc(-c3ccc(Cl)cc3)cs2)n1	32*	56*	67*	-9	-19	21	8	3.6	36*
O=C1Nc2ccccc2Nc2ncccc21	-0.8	-8	5	16	3	-8	-8	0.1	0.6
O=C1CN(C(=O)/C=C/c2cc(Br)ccc2F)CCN1	0.7	-8	-12	18	-3	-13	-12	-0.3	0.3
CCOc1ccc(N2CC(C(=O)Nc3nnc(C4CCCCC4)s3)CC2=O)cc1 (stereo not drawn)	0.0	-20	3	20	5	-6	-7	1.0	0.5
O=c1c2ccccc2nc(CSc2nnnn2-c2ccccc2)n1-c1ccccc1	-0.2	-8	4	4	-2	12	-5	-0.5	1.5
COc1ccccc1CCNC(=O)CCn1c(=O)oc2ccccc21	1.1	-4	4	15	-9	-2	-5	0.1	1.3
O=C(CNC(=O)c1cccc(Cl)c1)NCC(c1cccs1)N1CCOCC1 (stereo not drawn)	-0.1	-3	22	8	-1	-6	·	1.1	-0.2
C=CCn1c(SCC(=O)Nc2nccs2)nnc1-c1ccco1	0.2	-7	-13	14	-8	-12	-3	0.2	0.0
N#CC1=C(N)OC2=C(C(=O)CCC2)C1CCc1ccccc1 (stereo not drawn)	-0.1	-14	-14	3	-1	2	6	0.0	0.8
CCOC(=O)/C(C#N)=C/Nc1ccccc1NS(=O)(=O)c1ccc2c(c1)OCCO2	1.4	-9	-1	19	-4	-14	·	1.1	2.5
O=C(Cc1cccs1)Nc1ccc(Cl)c(S(=O)(=O)N2CCOCC2)c1	·	·	9	-26	·	8	·	7.3	·
Cn1c(=O)n(CCc2ccccc2)c(=O)c2c1nc1n2CCCN1Cc1ccccc1	-0.4	-22	16	0	-10	-6	-16	0.2	0.3
CC(C)NC(=O)Nc1cccs1	-0.3	18	-13	16	-6	-12	1	0.8	0.4
CCCc1cc(=O)[nH]c(SCC(=O)c2c(C)[nH]c3ccccc23)n1	1.0	-15	-12	23	-5	-17	-7	3.0	0.2
Cc1cccn2c(=O)c(/C=C(\C#N)C(=O)NCc3ccco3)c(N3CCCC(C)C3)nc12 (stereo not drawn)	-2.4	-32	4	-6	-1	1	-3	0.6	-1.6
CC(=O)N1CC2([N+](=O)[O-])CN(C(C)=O)CC([N+](=O)[O-])(C1)C2(C)C	-0.5	-5	6	-5	-7	-13	-6	0.3	0.2
CCC(=O)Nc1nnc(SCC(=O)NCC2CCCO2)s1 (stereo not drawn)	0.2	1	-1	16	-3	-3	-11	1.7	1.4
COc1ccc(Cl)cc1S(=O)(=O)NC(C)C(=O)NCc1ccc2c(c1)OCO2 (stereo not drawn)	0.7	-3	-9	20	-6	-19	-3	1.9	2.2
O=C(COc1cccc2ccccc12)N1CCN(c2ccccc2)CC1	-2.9	-26	-5	13	-15	-18	11	0.2	-0.4
CC(C)(C)OC(=O)N1CCC(c2c(C(=O)O)cnn2-c2ccccc2Cl)CC1	-0.1	-15	4	-3	-2	11	5	-0.2	0.1
O=C(NCCCNC(=O)c1cc(Cl)ccc1Cl)c1cnccn1	-0.4	7	10	7	2	-11	3	0.3	1.3

(listing goes on)
molecule	OXTR ag	CHO parental Ca	TAAR1 antagonist	M1 PAM parental	OXTR potentiator	CHO-K1 Ca antag	GPR7 antagonist	M1 ag parental	V1R ag counter
Cc1cc(C)c2c(=O)[nH]c(SCC(=O)N3CCOCC3)nc2n1	0.0	-5	8	0	-3	17	-6	17*	1.6
Cc1cccc(NS(=O)(=O)c2cccc(C(=O)N3CCCCCCC3)c2)c1	-0.7	-12	11	-11	-6	-7	·	0.8	2.0
CCNc1nc(NC(C)C)nc(NS(=O)(=O)c2ccc(C)cc2)n1	0.8	-11	-10	-6	1	-3	-4	0.1	0.7
CC(CN1CCCCC1)OC(=O)c1ccc2c(c1)OCO2 (stereo not drawn)	0.6	-5	12	18	-1	-16	12	0.6	1.1
